GCN5L2 inh: GCN5L2 (KAT2A) acetyltransferase inhibition; GCN5L2 HAT assay, ThioGlo1 CoA-SH fluorescence; Q92830; 390,000 compounds, 0.21% hits; Potency, µM (highest dose often 58.9 µM), for inactives: top-dose activity change, negative = inhibition, usual class: inhibitors
Target sequence (Q92830 whole entry, looked up): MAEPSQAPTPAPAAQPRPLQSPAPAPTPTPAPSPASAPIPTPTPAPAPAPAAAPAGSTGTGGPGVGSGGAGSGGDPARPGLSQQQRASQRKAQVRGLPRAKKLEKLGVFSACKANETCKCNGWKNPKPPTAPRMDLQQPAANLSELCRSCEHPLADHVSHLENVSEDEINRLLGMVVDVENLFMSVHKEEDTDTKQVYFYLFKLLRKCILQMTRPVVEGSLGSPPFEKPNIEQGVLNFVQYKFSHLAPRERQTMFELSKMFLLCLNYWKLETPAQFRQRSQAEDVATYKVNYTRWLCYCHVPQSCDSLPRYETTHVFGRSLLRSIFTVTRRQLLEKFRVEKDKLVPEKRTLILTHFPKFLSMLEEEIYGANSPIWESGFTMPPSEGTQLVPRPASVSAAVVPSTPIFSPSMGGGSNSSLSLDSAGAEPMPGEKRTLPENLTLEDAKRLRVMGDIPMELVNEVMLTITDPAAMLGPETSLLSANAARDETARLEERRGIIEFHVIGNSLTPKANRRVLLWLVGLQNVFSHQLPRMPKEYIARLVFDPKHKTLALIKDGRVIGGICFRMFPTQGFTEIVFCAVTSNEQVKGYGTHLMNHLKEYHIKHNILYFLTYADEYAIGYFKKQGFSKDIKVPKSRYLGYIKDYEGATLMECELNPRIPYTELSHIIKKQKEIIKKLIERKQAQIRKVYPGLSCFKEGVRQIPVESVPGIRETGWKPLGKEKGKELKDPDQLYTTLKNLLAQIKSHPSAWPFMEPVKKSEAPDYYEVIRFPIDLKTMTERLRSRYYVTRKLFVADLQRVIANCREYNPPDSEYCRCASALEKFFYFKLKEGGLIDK
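Fluorescence readout, Ex340nm/Em540nm: ThioGlo1 (50uM final) reacts with free CoA thiol released as 20nM GCN5L2 acetylates H3(1-25) peptide (75uM) using acetyl-CoA (70uM). Compound and enzyme sat 15 min beforehand; 20 min room-temperature reaction.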
TDP1 block: TDP1 (human) enzyme inhibition; Potency, µM (doses to about 130 µM), inactives show top-dose activity change, negative = inhibition, usual class: inhibitors; AID 485290; 350,000 compounds, 0.28% hits; recombinant TDP1, AlphaScreen DNA substrate cleavage; Q9NUW8; note: nearly all actives have a fitted effect of over 40% in size
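Here, a 5' biotin and 3' phosphotyrosine-FITC DNA oligonucleotide reports Tdp1 activity: intact substrate bridges AlphaScreen beads, while cleavage leaves a 3' phosphate and drops signal. All incubations at room temperature.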
DT40 TDP1 no CPT: qHTS for Inhibitors of human tyrosyl-DNA phosphodiesterase 1 (TDP1): qHTS in cells in absence of CPT. DT40 Tdp1-/- hTDP1 cells, no CPT, ATP luminescence, 48 h. Potency, µM (titrated, usually from 46.2 µM), for the others: at the top dose activity change, negative = growth inhibition, actives largely listed as inhibitors. 420,000 compounds, 15% hits. AID 686978, 2013; note: nearly all actives have a fitted effect of over 55% in size
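No-CPT arm: Tdp1-/-;hTDP1 DT40 cells (400/well) plus compounds, incubated ≥48 hr at 37 °C. Readout CellTiter-Glo luminescence.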
Starred values were filed as active, the others as inactive; ? = inconclusive; / = no result given; & = joins results of further samples; [ ] = another dose, or the depositor's remark. Calls come from the whole dose curve; as a rule, active = well fitted curve in the direction sought with a large enough effect; inconclusive = small, poorly fitted or top-dose-only effect, or another doubt; inactive = no such curve, though single readings can be large; an effect the other way counts as inactive or inconclusive. % is set by controls: 0 for no effect and ±100 for the full control effect; potency is the fitted concentration of half-maximal effect.

The opening 3 compounds, ahead of the listing:
SMILES	GCN5L2 inh	TDP1 block	DT40 TDP1 no CPT
COC(=O)C1=C(C)N(c2cccc(Cl)c2)C(=O)C1	-4.9%	-1.1%	?
Clc1ccccc1-c1ccc2ncnc(N3CCNCC3)c2c1	-5.9%	/	-11.2%
CC1CC(C)CN(c2ccc(NS(=O)(=O)c3ccccc3)cc2C(=O)O)C1 (stereo unspecified)	-3.7%	1.9%	15.6%

Results, from the start:
SMILES	GCN5L2 inh	TDP1 block	DT40 TDP1 no CPT
COC(=O)C1=C(C)N(c2cccc(Cl)c2)C(=O)C1	-4.9%	-1.1%	?
Clc1ccccc1-c1ccc2ncnc(N3CCNCC3)c2c1	-5.9%	/	-11.2%
CC1CC(C)CN(c2ccc(NS(=O)(=O)c3ccccc3)cc2C(=O)O)C1 (stereo unspecified)	-3.7%	1.9%	15.6%
Cn1c(SCc2cccc3ccccc23)nnc1-c1ccco1	-7.7%	3.3%	?
Cc1oc(-c2ccccc2F)nc1Cn1c(SCc2ccccc2F)nc2ccncc21	-5.3%	10.1%	14.6µM*
COc1ccc(NC(=O)CN(C)C(=O)CCCNC(=O)c2ccc(Cl)cc2)cc1	-1.1%	/	4.8%
COC(=O)N/N=C/c1ccccc1Cl	-3.8%	-5.9%	-6.2%
CCOc1ccc(-c2cc(C)n3nc(C(N)=O)cc3n2)cc1	-4.8%[0.501 µM]	-0.7%	-29.8%
Cc1cccc(N(C)C(CNS(=O)(=O)c2ccccc2)c2ccccc2)c1 (stereo unspecified)	-12.1%	5.1%	?
CCC(C)NC(=O)C(NS(=O)(=O)c1cccc2nsnc12)c1ccccc1 (stereo unspecified)	-2.7%	-2.0%	-8.8%
COc1cc(-n2c(C)nc3cc(C(=O)NCc4ccco4)ccc32)cc(OC)c1OC	-10.1%	8.3%	-11.4%
CCCc1nc(SCC(=O)O)c2sc(=S)n(-c3ccccc3)c2n1	-6.1%	/	19.3%
Cc1cccc(Nc2nnc(SCC(=O)c3ccc(O)cc3O)s2)c1	-5.0%	9.1%	-26.8%
COC(=O)c1cc(=O)n(CCc2ccc(OC)c(OC)c2)c(=Nc2ccc(F)c(Cl)c2)s1	-9.1%	6.9%	?
CCN1CCN(S(=O)(=O)c2ccc(F)c(C(=O)Nc3c(F)cc(F)cc3Br)c2)CC1	1.8%	/	2.2%
Cc1c(CCC(=O)O)c(=O)oc2cc(OCc3ccccc3Br)ccc12	-6.4%	/	2.6%
CCSc1nnc(-c2ccccc2N)c(=O)[nH]1	-5.1%	0.0%	-20.5%
Cc1cc(C)nc(SCc2ccc(F)cc2)n1	-0.3%	0.0%	16.0%
O=C(NS(=O)(=O)c1ccccc1)c1cccc(Br)c1	-2.3%	4.9%	7.3%
COc1ccccc1CNS(=O)(=O)c1ccc2[nH]c3c(c2c1)CCCCC3	17.2%	8.5%	7.31µM*
O=C1CC(c2ccc(F)cc2)CC(O)=C1C1NCCc2ccccc21 (stereo unspecified)	0.7%	-7.8%	-2.9%
Cc1cc(C)n(/C(=C/N(C)C)C(=O)c2ccccc2)n1	-7.2%	-2.9%	22.5%
CN(C)c1ccc(/C=C/C=C2/SC(=S)N(c3ccccc3)C2=O)cc1	-0.2%	9.9%	8.2µM*
Cc1cc(C(C)(C)C)oc1C(=O)N(CC(=O)NC1CCCC1)Cc1ccccc1Cl	-2.1%	0.0%	13µM*
CC1CC(C)(C)n2c(O)c(N=NC(N)=S)c3cccc1c32 (stereo unspecified)	-10.5%	0.0%	-23.2%
SMILES	GCN5L2 inh	TDP1 block	DT40 TDP1 no CPT
COc1ccc(Cl)cc1-n1c(=S)sc2c(=O)[nH]c(SCC(=O)NCCC(C)C)nc21	-6.8%	/	-7.5%
Cc1ccc(/C=N/NC(=O)CN2CCN(Cc3ccccc3Cl)CC2)o1	-3.1%	3.6%	?
COc1ccccc1NC(=O)CN(Cc1ccco1)C(=O)c1ccc(Cl)nc1	-3.9%	10.3%	3.4%
COc1ccccc1OCCC(=O)NCc1ccc2c(c1)OCO2	0.1%	-4.9%	?
O=c1sc2ccccc2n1CCCOc1ccccc1	0.1%	1.9%	-13.3%
NC(=O)C1CCN(C(=O)COc2ccc(S(=O)(=O)NCc3ccccc3)cc2Cl)CC1	2.0%	2.2%	8.2%
CCCNS(=O)(=O)c1ccc(OCC(=O)N2CCc3ccccc3C2)c(C)c1	2.7%	/	-17.3%
O=C(CSc1ccc(F)cc1)NNC(=O)c1ccccc1Br	-5.2%	0.1%	-6.6%
O=C(Cc1ccc(Cl)cc1)Nc1ccc(C(=O)N2CCOCC2)cc1	-1.6%	4.8%	8.7%
CCOC(=O)c1c(C)n(-c2ccccc2)c2ccc(OCCN(C)C)cc12	-22.4%	/	?
CCCC1c2ccsc2CCN1C(=S)NC (stereo unspecified)	0.1%	2.9%	?
C/C(=N/NC(=O)c1ccccn1)c1ccco1	1.7%	-5.8%	?
Cc1ccccc1NC(=O)COC(=O)[C@@H]1CCCN1C(=O)c1cccs1	-0.4%	-0.1%	-1.9%
COC(=O)c1ccc(Cl)c(NC(=O)c2ccc(-c3ccccc3)cc2)c1	-24.0%	3.0%	/
O=C(Cn1cnc2ccccc2c1=O)NC1CCCc2ccccc21 (stereo unspecified)	-0.7%	2.1%	?
COc1ccc(S(=O)(=O)N2CCN(C(=O)c3cccs3)CC2)cc1	2.0%	5.8%	-16.8%
CC(C)(C)NC(=S)NNC(=O)c1cccc(Br)c1	-6.6%	8.0%	6.51µM*
O=C(O)COc1ccc(-c2nc(-c3ccccc3)c(-c3ccccc3)[nH]2)cc1	-0.6%	7.7%	-21.3%
O=C(NCC(c1cccnc1)N1CCN(c2ccc(F)cc2)CC1)c1ccco1 (stereo unspecified)	2.4%	/	16.4µM*
CCN(Cc1ccccc1)C(=O)c1cccc(S(=O)(=O)N2CCN(c3ccccc3)CC2)c1	-9.8%	-0.7%	20.6µM*
Cc1cccc(C(=O)C2CCOC(C)(C)C2)c1 (stereo unspecified)	-1.8%	0.0%	15.0%
CCCn1c(SCC(=O)c2cc(C)n(-c3ccc4c(c3)OCO4)c2C)n[nH]c1=O	-0.5%	5.6%	6.51µM*
CCCCN(C1CCS(=O)(=O)C1)S(=O)(=O)c1cccs1 (stereo unspecified)	-5.2%	/	2.7%
CCN(CC)CCOc1ccc2nc(N(C)C)sc2c1	21.6%&0.0%	-14.9%&-7.8%	?
CCN1CCN(c2cc(C)c3cc(NC(=O)c4cccc(Cl)c4)ccc3n2)CC1	-0.5%	2.9%	6.51µM*
SMILES	GCN5L2 inh	TDP1 block	DT40 TDP1 no CPT
CC(C)N1CC(C(=O)Nc2ccc(Br)c(Cl)c2)CC1=O (stereo unspecified)	-3.8%	0.0%	-21.7%
Cc1cc(C)n2nc(CNS(=O)(=O)c3ccc(C)c(C)c3)nc2n1	-0.8%&-3.9%	5.1%	-4.7%&-14.7%
O=C(N/N=C/c1ccccc1OC(F)F)C1=COCCO1	-1.8%	3.6%	-5.5%
CC(C)CC(=O)NS(=O)(=O)c1ccc(NS(C)(=O)=O)cc1	2.1%	-7.6%	0.1%
Cc1cc(C(=O)COC(=O)Cc2n[nH]c(=O)c3ccccc23)c(C)n1CC(F)(F)F	-4.0%	1.4%	-25.2%
CCc1nc(N[C@H](C(=O)O)C(C)CC)c2oc3ccccc3c2n1 (stereo partly specified)	-7.7%	2.1%	?
CCN(CC)C(=S)SCC(=O)NC12CC3CC(CC(C3)C1)C2	-6.6%	-6.7%	?
N#C/C(=C/c1ccc(Sc2nc3ccccc3[nH]2)o1)c1cccc(Br)c1	-12.0%	9.6%	?
CC(C)Sc1nc2[nH]ncc2c(=O)[nH]1	1.0%	-5.5%	1.6%
COc1ccc(CN2CC(C(=O)NCCN3CCN(c4ccccc4F)CC3)CC2=O)cc1 (stereo unspecified)	8.4%	5.6%	?
Cc1nn(Cc2ccc(Cl)cc2)c2sc(C(=O)O)cc12	-3.2%	2.6%	-9.4%
O=C(NO)c1ccccc1C(F)(F)F	-10.6%	1.6%	-1.4%
O=C(COc1ccccc1Cl)Nc1cc(-c2ccccc2F)nn1-c1ccccc1	-5.8%	5.4%	9.2µM*
O=C(COC(=O)Cc1c[nH]c2ccccc12)Nc1cccc2ccccc12	-0.4%	3.5%	0.7%
Cn1c(/C(C#N)=C(\O)c2cccc(F)c2)nc2ccccc21	-0.2%	1.4%	?
COc1cc2[nH]c(=O)c(C(=O)NCCCN3CCCCC3)c(O)c2cc1OC	-20.4%	-2.6%	?
COc1ccc(NC(=O)CCn2c(=O)c3cccn3c3cccnc32)c(OC)c1	-4.5%	7.7%	14.6µM*
CCNC(=S)N(CCCO)Cc1cc2cc3c(cc2[nH]c1=O)OCCO3	-2.7%	/	-15.5%
COC(=O)c1sccc1S(=O)(=O)N(CC(=O)Nc1cc(C)cc(C)c1)c1ccc(Cl)cc1	-14.6%	7.1%	?
CCCCn1c(SCc2ncc(-c3ccccc3)o2)nc2cc(S(N)(=O)=O)ccc21	-5.9%	4.2%	9.2µM*
Cc1cc(OCC(=O)OCC(=O)N(C)c2c(N)n(Cc3ccccc3)c(=O)[nH]c2=O)ccc1Cl	-5.8%	/	-6.6%
CC1CCc2c(sc(NC(=O)CSc3ncn[nH]3)c2C#N)C1 (stereo unspecified)	-1.4%	/	23.1µM*
CSCC[C@H](NC(=O)[C@H](Cc1ccccc1)n1c(=O)[nH]c2ccccc2c1=O)C(=O)N[C@@H](Cc1ccccc1)C(=O)O	-1.7%	/	2.0%
Clc1ccc(-c2nnc3n2CCCS3)cc1	-10.4%	3.9%	?
CC1CCCN(c2nc(N(C)c3ccccc3)nc(N)c2[N+](=O)[O-])C1 (stereo unspecified)	-4.6%	5.1%	?

An excerpt from above in order of SMILES length, falling.
SMILES	GCN5L2 inh	TDP1 block	DT40 TDP1 no CPT
O=C(N/N=C/c1ccccc1OC(F)F)C1=COCCO1	-1.8%	3.6%	-5.5%
CC(C)Sc1nc2[nH]ncc2c(=O)[nH]1	1.0%	-5.5%	1.6%
O=C(NO)c1ccccc1C(F)(F)F	-10.6%	1.6%	-1.4%

Continued:
SMILES	GCN5L2 inh	TDP1 block	DT40 TDP1 no CPT
Cc1cc(Br)ccc1NC(=O)Cn1cnc2sc(C)c(S(=O)(=O)N3CCN(C)CC3)c2c1=O	-1.0%	2.9%	1.3%
COc1cc2c(cc1OC)C(COc1ccccc1OC)N(C(=O)CC(C)C)CC2 (stereo unspecified)	-4.8%	10.4%	18.4µM*
COCCN(C(=O)CNC(=O)c1ccco1)C(C(=O)NC1CCCCC1)c1cccnc1 (stereo unspecified)	-4.8%	?	-4.9%
COC(=O)c1cccc(Nc2c(-c3ccc(OC)cc3)nc3nc[nH]n23)c1	-6.3%	6.4%	?
CC(C)(C)c1ccc(C(=O)N2CCC(C(=O)NC3CCCCCC3)CC2)cc1	-9.2%	/	20.6µM*
COc1ccc2cc(/C=N/NC(=O)c3ccc(CN(c4cccc(Cl)c4Cl)S(C)(=O)=O)cc3)c(Cl)nc2c1	-16.1%	2.6%	14.6µM*
Fc1cccc(CSc2ccc(-c3ccc4c(c3)OCO4)nn2)c1	-2.1%	2.6%	-5.3%
CCC(CC)C1C(C#N)=C(N)Oc2n[nH]c(C)c21 (stereo unspecified)	-16.7%	5.6%	16.4µM*
COc1ccc(C(=O)Nc2cc(C(F)(F)F)ccc2-n2cncn2)cc1	-3.7%	-0.5%	-28.0%
CN1CCN(CCC(=O)Nc2ccc(Br)cc2)CC1	0.0%	2.4%	0.6%
COc1ccccc1OCCOc1ccc(C(=O)c2ccccc2)cc1	-9.7%	-5.3%	?
Nc1nnc(SCC(=O)Nc2ccccc2C(F)(F)F)s1	-5.1%	/	-2.6%
CC(NC(=O)c1cccs1)C(c1cccs1)N1CCN(c2ccccc2)CC1 (stereo unspecified)	-10.6%	0.2%	-16.8%
CC(=O)c1ccc(OCC(=O)NCc2ccc(F)cc2)cc1	0.3%	0.0%	-17.2%
CC(Sc1nc(N)cc(N)n1)C(=O)NCCC1=CCCCC1 (stereo unspecified)	-3.0%	0.6%	8.7%
CC(C(=O)NCC1CCCCC1)N1CCc2ccccc2C1 (stereo unspecified)	-2.0%	-2.4%	?
Nc1cc(-c2ccc(Br)cc2)nn1Cc1ccccc1	-2.3%	7.2%	-18.1%
Cc1ncsc1CCC(=O)N1CCCC(Nc2ccc(F)c(F)c2)C1 (stereo unspecified)	-6.0%	4.4%	?
Cc1cc(C)n(-c2n[nH]c(C)c2[N+](=O)[O-])n1	-0.8%	0.0%	-14.8%
COc1ccc(NC(=O)c2ccc(NC(=O)COC(=O)CC(NC(=O)c3ccccc3Cl)c3ccccc3)cc2)cc1 (stereo unspecified)	-4.6%	2.6%	-28.3%
CCc1c(C(=O)Nc2ncn(Cc3cccc(C)c3)n2)csc1C	-1.2%	2.4%	?
O=C(CSc1nnc(Nc2ccccc2)s1)NCc1cccs1	-5.8%	2.7%	-3.4%

Source: PubChem BioAssay

This is a subset. The share of hits here may be higher or lower than overall.
